Gli-Sufu antag – Gli-Sufu pathway antagonism; AID 588413; 340,000 tested, 0.74% active; inhibition, % at 5 µM; Sufu-KO-LIGHT fibroblasts, Gli luciferase reporter luminescence;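 active means inhibition above about 55%, limit read from the data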;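 further: 0% = DMSO-treated cells and 100% = wells with medium but no cells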
APJ antag – blocks the human apelin receptor APJ; inhibition, % at 20 µM; P35414; 330,000 tested, 0.32% active; CHO-K1 APJ beta-arrestin complementation, luminescence;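 active means inhibition above about 40% at 20 µM, limit read from the data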;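 further: cells challenged with 10 nM apelin-13 agonist together with compound; plate controls were apelin-13 plus DMSO wells for no effect and DMSO wells lacking apelin-13 for full effect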
Target sequence (P35414 whole entry, looked up): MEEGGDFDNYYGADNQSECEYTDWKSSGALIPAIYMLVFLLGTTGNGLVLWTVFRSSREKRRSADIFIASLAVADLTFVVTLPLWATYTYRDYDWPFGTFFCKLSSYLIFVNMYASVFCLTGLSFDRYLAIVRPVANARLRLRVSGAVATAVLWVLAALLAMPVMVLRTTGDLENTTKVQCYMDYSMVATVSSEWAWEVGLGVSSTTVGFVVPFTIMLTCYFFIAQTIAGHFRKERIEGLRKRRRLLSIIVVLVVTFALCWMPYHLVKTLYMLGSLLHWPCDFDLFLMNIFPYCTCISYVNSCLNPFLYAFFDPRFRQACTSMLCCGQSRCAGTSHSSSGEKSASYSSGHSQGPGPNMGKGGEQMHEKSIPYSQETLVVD
CCR6 antag – blocks CCL20-driven beta-arrestin recruitment at human CCR6. CHO-K1 CCR6 PathHunter beta-arrestin, luminescence, CCL20-stimulated. inhibition, % at 20 µM. 340,000 tested, 0.49% active. AID 493098;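 active means compounds whose inhibition of the agonist-driven luminescence signal at 20 µM reaches about 50%, limit read from the data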;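 further: cells stimulated with CCL20 at 14 nM final; plate controls were DMSO with CCL20 for no effect and DMSO without agonist for full effect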
Target sequence (P51684 whole entry, looked up): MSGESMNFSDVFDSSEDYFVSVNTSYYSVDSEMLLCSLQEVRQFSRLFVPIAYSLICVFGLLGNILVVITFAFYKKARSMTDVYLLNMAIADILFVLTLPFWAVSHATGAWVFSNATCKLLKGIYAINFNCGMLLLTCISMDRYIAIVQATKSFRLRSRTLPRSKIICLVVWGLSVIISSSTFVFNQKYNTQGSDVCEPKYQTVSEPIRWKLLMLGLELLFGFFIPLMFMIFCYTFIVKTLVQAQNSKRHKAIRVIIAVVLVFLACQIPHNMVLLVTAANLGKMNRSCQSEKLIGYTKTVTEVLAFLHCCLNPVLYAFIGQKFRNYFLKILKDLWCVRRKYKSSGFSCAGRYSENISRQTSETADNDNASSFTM
CXCR6 inh – CXCR6 (human) receptor inhibition | O00574 | CHO-K1 PathHunter CXCR6 beta-arrestin, luminescence | inhibition, % at 20 µM | 360,000 tested, 0.36% active; in the data active means inhibition above about 34%, passing the limit was not always enough;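 further: antagonist mode with CXCL16 agonist at 10 nM final; 0% = 10 nM CXCL16 with DMSO and 100% = unstimulated wells without agonist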
ATG4B inh – ATG4B (human) cysteine protease inhibition; Q9Y4P1; 340,000 tested, 0.51% active; inhibition, % at 8.33 µM; ATG4B cleavage of LC3-PLA2, NBD-HPC fluorescence, 1 h; in the data active means inhibition above about 40%
UBC13 inh – blocks human UBC13 polyubiquitin chain formation; P61088; TR-FRET; inhibition, % at 20 µM; 330,000 tested, 0.47% active; AID 485273; in the data active means inhibition above about 45%, passing the limit was not always enough
Target sequence (P61088 whole entry, looked up): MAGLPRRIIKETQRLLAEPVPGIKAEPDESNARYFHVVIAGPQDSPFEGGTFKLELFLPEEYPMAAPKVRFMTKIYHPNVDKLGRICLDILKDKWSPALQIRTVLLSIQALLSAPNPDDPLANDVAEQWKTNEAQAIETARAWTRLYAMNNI
APJ agonist – agonists of human APJ apelin receptor; CHO-K1 APJ PathHunter beta-arrestin, luminescence; 0% DMSO wells, 100% apelin; activation, % at 20 µM; AID 2520; 330,000 tested, 0.11% active; P35414;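 active means activation more than six SD over the plate average, tested at 20 µM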;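 further: 0% = DMSO alone and 100% = apelin-13 at 10 nM; some results filed as inactive read as strong as hits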
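Test system: CHO-K1 APJ beta-arrestin complementation cell line. Amount: cell density 1000 per well. Controls: DMSO negative, 10 nM Apelin-13 positive. Signal: luminescent beta-gal fragment complementation, chemiluminescent substrate. Read-out basis: agonist-driven arrestin binding to APJ. Timing: compound stimulation 90 min at 25 °C, detection 60 min.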
EBI2 antag – blocks human EBI2 receptor beta-arrestin signaling; P32249; EBI2 beta-arrestin recruitment, luminescence, 7a,25-OHC stimulated; inhibition, % at 5 µM; 360,000 tested, 0.81% active; AID 651636; in the data active means inhibition above about 38%;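 further: enzyme fragment complementation signal reports receptor beta-arrestin coupling in cells; 0% = agonist plus DMSO wells and 100% = wells without agonist; some results beyond the cut were filed as inactive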
* hit, by the source's call; x = not tested or not shown. Rows were taken by chance. About 3% of those tested had a hit in this group.

SMILES	Gli-Sufu antag	APJ antag	CCR6 antag	CXCR6 inh	ATG4B inh	UBC13 inh	APJ agonist	EBI2 antag
CCCn1nc2cc(C(=O)N(CC)c3ccc(OC)cc3)ccc2c1OCC	-6.3	-61.4	8.9	1.1	-5.7	10.6	-5.0	1.4
CC(=O)Nc1cc(NC(C)=O)cc(C(=O)OCC(=O)N2CC(C)OC(C)C2)c1 (stereo not drawn)	-0.6	-8.1	-1.9	-8.4	4.6	0.8	1.7	4.0
CCc1nc2nc(C)c(NS(=O)(=O)c3ccc(C4CCCCC4)cc3)c(=O)n2[nH]1	-3.8	-6.3	7.1	-0.1	7.9	-2.1	-3.7	6.8
CS(=O)(=O)c1ccc(C(=O)OCC(=O)N2CCCc3ccccc32)cc1	-7.9	21.1	1.1	2.4	-7.4	-2.4	5.9	7.9
O=S(=O)(/C=C/c1ccccc1)n1cnc2ccccc21	1.3	14.5	-5.5	1.6	-7.7	0.0	-3.4	13.2
CCN1CCN(CCOCCOc2ccccc2)CC1	7.5	-0.4	8.8	-6.2	-1.4	-9.6	3.2	-17.5
CC(C)CCNC(=O)CCn1c(=S)oc2ccccc21	-6.6	0.0	13.3	4.7	-7.9	4.7	1.0	-5.7
COc1ccccc1-c1sc2cc3c(cc2c1-c1ccc2c(c1)OCO2)OCO3	-0.2	5.0	6.8	-2.0	3.0	6.1	-3.3	18.3
Cn1cccc1/C=C(/C#N)c1ccc(F)cc1	2.1	-22.2	5.5	2.9	11.5	-19.1	-1.5	-1.4
CN(C)/C=C(\C#N)C(=O)c1cccnc1Oc1ccc(F)cc1F	1.7	11.6	1.1	7.6	0.8	-0.6	-2.6	-4.3
CN(Cc1c(C(=O)N(C)Cc2ccccc2)nc2ccccn12)CC1Cc2ccccc2O1 (stereo not drawn)	-7.0	-6.5	0.5	5.9	4.8	-0.6	-0.8	3.3
CN(CC(=O)Nc1nc2ccccc2s1)S(=O)(=O)c1ccccc1	-20.5	-22.6	-9.0	-17.3	-9.0	4.7	-0.6	6.1
CCN(CC)CCNc1ccc(C)c2sc3ccc(O)cc3c(=O)c12	66.8*	x	35.4	13.9	2.8	x	x	-0.1
O=C(Cn1cnc2ccccc2c1=O)N1CCN(c2ccccc2)CC1	1.8	-5.9	8.7	0.2	-10.2	5.6	0.1	-2.6
Nc1ccc2c(c1)C(O)c1ccc(Cl)cc1-2 (stereo not drawn)	-7.6	x	-7.5	-6.0	4.1	x	x	9.9
CN(C(=O)C=Cc1ccccc1)c1ccccc1	-23.6	x	0.2	2.0	-5.7	x	x	0.9
CC(=O)c1ccc(OCc2cc(C(=O)N3CCN(C4CCCC4)C(=O)C3)no2)cc1	-3.5	-18.9	6.7	-6.6	-3.2	-14.8	2.3	4.4
O=C(CCc1nc(-c2ccccc2)c(-c2ccccc2)o1)OCc1ccc(Br)cc1	0.1	-5.8	9.8	6.0	-2.7	-3.0	-4.3	7.2
CC(OC(=O)Cc1ccc(Cl)cc1)C(=O)NCCC1=CCCCC1 (stereo not drawn)	-2.1	-3.9	-15.5	-5.0	0.2	5.2	0.1	-10.6
CCCCCC(=O)NCC(C)NC(=O)CCCCC (stereo not drawn)	26.2	-0.9	-0.1	4.9	-7.3	5.9	3.5	-4.8
Cc1cc(-c2ccc(C)c(S(=O)(=O)NCCCN3CCN(c4ccccc4)CC3)c2)on1	46.7	9.6	8.6	-9.5	-11.5	16.7	10.9	6.2
COC(=O)c1c(NC(NC(=O)C(C)C)C(Cl)(Cl)Cl)sc2c1CCCC2 (stereo not drawn)	-0.5	15.1	-8.0	-4.0	1.8	-10.8	-4.3	-5.7
O=C(NC(=O)c1c(Cl)cccc1Cl)Nc1ccc(Oc2cccnc2)nc1	-6.6	-1.8	4.9	-16.9	8.1	-1.5	1.1	4.9
CCOc1nc(C)ccc1-c1noc(-c2ccccn2)n1	30.4	-9.9	-6.5	-5.2	-15.3	-3.2	-2.4	0.6
CS(=O)(=O)c1ccc(C(=O)OCC(=O)Nc2cccnc2Cl)cc1[N+](=O)[O-]	8.4	-6.0	5.9	18.9	-1.4	1.3	6.5	-4.7

A second format for some results above:
molecule | Gli-Sufu antag | APJ antag | CCR6 antag | CXCR6 inh | ATG4B inh | UBC13 inh | APJ agonist | EBI2 antag
O=C(CCc1nc(-c2ccccc2)c(-c2ccccc2)o1)OCc1ccc(Br)cc1 | 0.1 | -5.8 | 9.8 | 6.0 | -2.7 | -3.0 | -4.3 | 7.2
CC(OC(=O)Cc1ccc(Cl)cc1)C(=O)NCCC1=CCCCC1 (stereo not drawn) | -2.1 | -3.9 | -15.5 | -5.0 | 0.2 | 5.2 | 0.1 | -10.6

Carrying on.
SMILES	Gli-Sufu antag	APJ antag	CCR6 antag	CXCR6 inh	ATG4B inh	UBC13 inh	APJ agonist	EBI2 antag
CCc1ccc(NC(=O)Cn2cccc2)cc1	-5.6	-1.2	20.8	1.2	-11.2	1.0	-1.5	-1.8
Cc1[nH]nc2c1C(c1ccccc1)C1=C(CC(C)(C)CC1=O)N2 (stereo not drawn)	-2.6	23.7	-8.0	-7.1	-1.0	5.4	0.1	3.9
NC(=O)C1CCN(C(c2ccccc2)c2nnnn2C2CCCC2)CC1 (stereo not drawn)	-1.9	6.1	4.5	-15.4	-8.3	0.4	-0.6	-0.6
COc1ccccc1N(CC(=O)NCCSc1ccccc1)S(C)(=O)=O	-2.7	-2.0	-2.8	4.0	-4.8	-8.3	-0.7	29.5
C=C(CC[C@@H](O)C(C)(C)O)[C@H]1CC[C@]2(C)[C@@H]1CCC1[C@@]3(C)CC[C@H](O)C(C)(C)C3CC[C@]12C (stereo partly drawn)	5.1	-7.5	69.2*	-6.1	9.9	1.8	-2.4	-5.3
Cc1cc(C)cc(OCC(=O)OCC(=O)NC2CC2)c1	10.0	3.3	2.2	-1.6	-6.9	0.5	-0.4	-0.9
COc1ccc(-n2c(C)cc(C(=O)Cn3nnc4ccccc4c3=O)c2C)cc1	-50.0	13.3	11.1	-2.5	9.0	-1.4	0.4	13.2
CCC(C)(C(=O)NC1CCCC1)N(Cc1ccco1)C(=O)c1ccccn1 (stereo not drawn)	5.3	7.1	14.1	0.1	-10.5	0.3	-3.5	-5.7
COc1cc(C(=O)Sc2ccc(Cl)cc2)cc(OC)c1OC	-8.0	9.1	-1.6	7.9	9.7	3.4	1.0	-4.7
COc1ccc(-c2cc(N3CCCC3)n3ncnc3n2)cc1	4.4	3.2	1.0	-5.2	-7.2	-0.9	5.7	4.3
CC(=O)Nc1ccc(S(=O)(=O)N(Cc2ccco2)Cc2cc3ccccc3[nH]c2=O)cc1	-4.6	-9.2	4.2	-11.9	-0.4	0.2	10.4	-8.5
COc1cc(C)c(CN2CCC(Cc3ccccc3)CC2)cc1C	27.3	-9.0	15.8	-1.9	-8.0	6.2	-4.0	10.3
CC1CCC(NC(=O)Cn2ncc3ccccc32)CC1 (stereo not drawn)	-55.6	3.9	-5.0	1.3	-9.1	0.0	-6.4	1.1
CN(CC(=O)Nc1ccc(Cl)cc1)C(=O)Cn1[nH]c(=O)c2ccccc2c1=O	0.3	13.9	-2.9	-0.2	-3.0	1.4	-6.3	3.3
COc1ccc(C(=O)C2CCCN(Cc3cn(C)nc3-c3ccccc3)C2)cc1F (stereo not drawn)	17.7	-3.8	13.0	8.3	3.3	8.6	-0.4	2.4
COc1ccc(COC(=O)C2=C(C)NC(=O)NC2c2ccccc2OC(C)C)cc1 (stereo not drawn)	25.2	8.6	2.4	-1.4	-9.4	-1.4	1.5	5.4
CC1CCCC(NC(=O)COC(=O)c2n[nH]c3ccccc23)C1C (stereo not drawn)	-3.5	-2.9	4.7	0.4	8.7	-6.2	-0.4	-10.6
C=CCOc1cccc(/C=N/NC(=O)CC(=O)NC2CCCCC2)c1	-4.5	-41.0	-0.7	-7.0	-0.1	-15.5	-4.6	-12.0
CC(C(=O)N1CC2(C)CC1CC(C)(C)C2)N1C(=O)c2ccccc2C1=O (stereo not drawn)	4.4	10.0	-1.4	3.9	-0.1	3.0	2.0	-1.4
FC(F)Oc1ccc(NC(=S)Nn2cnnc2)cc1	2.7	18.8	-8.3	1.7	-2.2	-3.2	-3.5	0.9
CCC(NS(=O)(=O)c1ccc(C)cc1)C(=O)N1CCN(c2ccccn2)CC1 (stereo not drawn)	3.6	-5.2	-4.9	4.6	-5.6	-6.3	-5.7	0.6
O=C(Nc1cn(-c2ccccc2)nc1-c1cccs1)c1ccco1	2.8	9.3	5.6	-1.0	-2.2	-6.0	-3.3	-4.0
O=C(c1ccc(Cl)c(Cl)c1)N1CCC(=O)N(C(COCc2ccc(Cl)cc2)Cc2ccccc2)CC1 (stereo not drawn)	21.2	-1.5	5.9	9.1	1.8	-1.6	4.1	16.7
CC(O)C(NC=C1C(=O)OC(C)(C)OC1=O)C(=O)O (stereo not drawn)	-12.1	-7.4	2.4	8.4	0.4	3.6	-2.1	-11.2
Cc1ccc(S(=O)(=O)Nc2cc(C)c(O)cc2C)cc1	6.0	-13.4	4.0	-2.5	18.0	2.6	-2.5	-14.3
O=C(CCCc1ccccc1)NCCCc1ccccc1	4.3	6.7	9.1	8.4	-1.9	0.8	-2.4	9.8
O=S1(=O)C=CC(Sc2nc3ccccc3[nH]2)C1 (stereo not drawn)	-4.7	9.3	15.9	2.3	3.4	6.8	-5.7	-6.9

An excerpt from above in order of length of the SMILES, rising:
SMILES	Gli-Sufu antag	APJ antag	CCR6 antag	CXCR6 inh	ATG4B inh	UBC13 inh	APJ agonist	EBI2 antag
CC1CCC(NC(=O)Cn2ncc3ccccc32)CC1 (stereo not drawn)	-55.6	3.9	-5.0	1.3	-9.1	0.0	-6.4	1.1
COc1cc(C(=O)Sc2ccc(Cl)cc2)cc(OC)c1OC	-8.0	9.1	-1.6	7.9	9.7	3.4	1.0	-4.7
C=CCOc1cccc(/C=N/NC(=O)CC(=O)NC2CCCCC2)c1	-4.5	-41.0	-0.7	-7.0	-0.1	-15.5	-4.6	-12.0

CCR6 antag, what is marked active above.
SMILES | APJ antag | CCR6 antag | CXCR6 inh | ATG4B inh | UBC13 inh | APJ agonist | EBI2 antag
C=C(CC[C@@H](O)C(C)(C)O)[C@H]1CC[C@]2(C)[C@@H]1CCC1[C@@]3(C)CC[C@H](O)C(C)(C)C3CC[C@]12C (stereo partly drawn) | -7.5 | 69.2* | -6.1 | 9.9 | 1.8 | -2.4 | -5.3

Screening data from PubChem BioAssay.
